N370S GC mod: inhibitors or activators of N370S glucocerebrosidase for Gaucher disease; P04062; Potency, µM (series often up to 59.4 µM), without a hit: at the top dose activity change, negative = inhibition, usual class: inhibitors; AID 2101; N370S GC spleen homogenate, 4MU-glucoside fluorescence; hit rate 0.092% among 330,000;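 further: 0% = full enzyme activity and -100% = no enzyme basal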
FEN1 inhibitor: inhibitors of human flap endonuclease 1. P39748. Recombinant FEN1 flap cleavage, fluorescence, 15 min. Potency, µM (series often up to 114 µM), for inactives: at the top dose activity change, negative = inhibition, most hits filed as inhibitors. hit rate 0.35% among 390,000. AID 588795; further: nearly all actives have a fitted effect of over 65% in size
Target sequence (P39748 whole entry, looked up): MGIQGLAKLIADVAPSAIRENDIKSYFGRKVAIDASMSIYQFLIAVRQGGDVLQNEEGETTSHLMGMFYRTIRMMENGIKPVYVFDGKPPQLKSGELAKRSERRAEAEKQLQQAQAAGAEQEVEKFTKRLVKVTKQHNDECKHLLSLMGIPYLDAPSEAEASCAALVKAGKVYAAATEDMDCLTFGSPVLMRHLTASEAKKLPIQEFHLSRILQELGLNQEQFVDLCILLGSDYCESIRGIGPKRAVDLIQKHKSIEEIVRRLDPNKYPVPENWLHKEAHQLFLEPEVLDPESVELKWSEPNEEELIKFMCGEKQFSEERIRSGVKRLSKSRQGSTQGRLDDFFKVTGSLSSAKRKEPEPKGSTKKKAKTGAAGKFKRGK
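Compounds are tested as a concentration series against 10 nM FEN1; after a 15 min room-temperature preincubation, 50 nM substrate starts cleavage, with plate reads at 0 and 15 min. Normalized responses are fitted by a Hill equation.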
TDP1 inh: blocks human tyrosyl-DNA phosphodiesterase 1 | AID 485290 | hit rate 0.28% among 350,000 | recombinant TDP1, AlphaScreen DNA substrate cleavage | Potency, µM (series often up to 130 µM), inactives show at the highest dose activity change, negative = inhibition, hits mostly inhibitors; further: nearly all actives have a fitted effect of over 40% in size
Target sequence (Q9NUW8 whole entry, looked up): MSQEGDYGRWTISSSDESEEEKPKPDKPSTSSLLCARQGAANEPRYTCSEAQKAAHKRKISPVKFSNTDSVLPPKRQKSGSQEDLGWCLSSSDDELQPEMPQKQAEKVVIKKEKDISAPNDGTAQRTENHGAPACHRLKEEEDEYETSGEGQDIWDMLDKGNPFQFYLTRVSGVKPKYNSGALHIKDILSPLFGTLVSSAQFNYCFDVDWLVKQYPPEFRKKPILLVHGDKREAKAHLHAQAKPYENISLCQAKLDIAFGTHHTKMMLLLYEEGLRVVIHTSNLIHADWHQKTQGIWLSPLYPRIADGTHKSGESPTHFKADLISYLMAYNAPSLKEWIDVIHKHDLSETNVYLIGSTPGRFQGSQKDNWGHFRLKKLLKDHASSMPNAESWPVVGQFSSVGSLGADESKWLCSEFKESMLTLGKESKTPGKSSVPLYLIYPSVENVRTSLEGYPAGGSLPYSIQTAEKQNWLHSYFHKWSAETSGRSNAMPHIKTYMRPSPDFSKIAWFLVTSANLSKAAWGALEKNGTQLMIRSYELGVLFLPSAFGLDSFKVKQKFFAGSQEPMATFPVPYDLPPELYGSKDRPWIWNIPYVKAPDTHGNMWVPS
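Enzyme-compound mixtures sat 15 min at room temperature, followed by a 5 min reaction with 15 nM final substrate and 10 min with AlphaScreen beads. Recombinant human Tdp1 was used at 1 nM final.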
* = called active by the depositor; ? = inconclusive; . = no result given; & = joins results of further samples; [ ] = dose if it differs, or a comment. The call rests on the fitted dose curve; in most records, active means well fitted curve in the direction sought with a large enough effect; inconclusive means small, poorly fitted or top-dose-only effect, or another doubt; inactive means no such curve, though single readings can be large; an effect the other way counts as inactive or inconclusive. Unless noted, on the % scale 0 is the no-effect control and ±100 the full control effect; potency means the concentration at half of the fitted maximal effect.

SMILES	N370S GC mod	FEN1 inhibitor	TDP1 inh
CN(C(=O)COc1ccc2c(-c3ccccc3)cc(=O)oc2c1)C1CCS(=O)(=O)C1 (stereo not given)	-2%	19%	4%
COc1ccc(-n2c(C)cc(C(=O)CSc3nn4c(=O)c(C(C)(C)C)nnc4s3)c2C)cc1	-16%[2.35 µM]	4%	3%
Nc1c(C(=O)N/N=C/c2ccc(Cl)cc2)cnn1-c1ccccc1	-3%	-9%	.
CC1CC(C)CN(C(=O)CSc2nnc(-c3ccc(Cl)s3)o2)C1 (stereo not given)	7%	6%	0%
Cc1ccccc1NS(=O)(=O)c1nnc(NC(=O)c2ccccc2C)s1	-25%	17%&16%	6%
CC1CCCN(S(=O)(=O)c2ccc(S(=O)(=O)N3CCCN(Cc4ccccc4)C3)cc2)C1 (stereo not given)	-2%	11%	1%
COc1ccc(C2=NOC(Cn3c(Cc4ccc(Cl)cc4)nc4c3c(=O)n(C)c(=O)n4C)C2)cc1 (stereo not given)	-4%	-1%	2%
CCCCC(=O)NC(=S)Nc1c(C)cc(Br)cc1C	6%	-9%	0%
CC(C)n1c(NCc2ccccc2O)nc2ccccc21	-3%	-9%	.
CCn1nc(C(=O)NCC(c2cccs2)N2CCOCC2)c2ccccc2c1=O (stereo not given)	2%	-1%	3%
Cc1cc(C)nc(N/N=C/c2cccc([N+](=O)[O-])c2)n1	-3%	12%	.
COc1ccc2cc(CCNC(=O)c3cccc([N+](=O)[O-])c3)c(=O)[nH]c2c1	4%	2%	6%
CCN(CC(=O)Nc1ccccc1C(F)(F)F)C(=O)c1oc2ccc(OC)cc2c1C	3%	-15%	.
O=C(NCC1CCCO1)c1csc2c1CCCC2 (stereo not given)	3%	-12%	2%
CCn1c(Cc2ccccc2)nnc1SCC(=O)Nc1nccs1	-16%	5%	9%
COC(=O)c1sc(N2C(=O)c3oc4ccccc4c(=O)c3C2c2cccs2)nc1C (stereo not given)	-2%	-4%	1%
C/C(CCN1CCc2nc(-c3ccccc3)c(-c3ccccc3)cc2C1)=N\OC[C@@H](O)COCc1ccco1	-5%[12.8 µM]	.	2%[21 µM]
O=[N+]([O-])c1cc([N+](=O)[O-])c2cccnc2c1Oc1ccccc1O	-23%	-8%	8%
O=C(NCCN1CCOCC1)C1CCC(CNS(=O)(=O)c2ccccc2)CC1 (stereo not given)	-2%	3%	-3%
Cc1nc(CNC(=O)CC2C(=O)NCCN2Cc2ccc(F)cc2)cs1 (stereo not given)	0%	-1%	6%
COCCCNc1nc2ccccc2nc1NS(=O)(=O)c1ccc(C)cc1C	26%	-13%	.
CC1(c2ccccc2Cl)NC(=O)N(CC(=O)N2c3ccccc3NC(=O)C2(C)C)C1=O (stereo not given)	.	1%	1%
COC(=O)C1=NN(C(C)=O)C2(CC(=O)N(c3cccc(C)c3)C2=O)C1 (stereo not given)	2%	2%	-3%
Cc1ccc(NC(=O)N2CCOCC2)c(C)c1	8%	3%	-1%
C=CCNC(=O)/C(C#N)=C/c1c(C)nn(-c2ccccc2)c1Cl	8%	-18%	-5%
O=C1N2CCCc3cccc(c32)C12Nc1ccccc1S2 (stereo not given)	-10%	-13%	7%
O=C1CCC(C(=O)OCc2c(Cl)cccc2Cl)N1 (stereo not given)	6%	17%	0%
COc1cc(CN2CCNC(=O)C2CC(=O)NCc2csc(C(C)C)n2)cc(OC)c1 (stereo not given)	0%	-4%	6%
COc1ccccc1CCN1CCCC(CN(C)Cc2ccc(OCCO)cc2)C1 (stereo not given)	-2%	15%	.
CCCCNc1nnc(SCC(=O)c2c(N)n(CCC)c(=O)[nH]c2=O)s1	.	-3%	1%
Cc1cc(C)cc(-n2ncc3c2CCCC3NC(=O)c2csnn2)c1 (stereo not given)	0%	1%	2%
Cc1cc(N2CCCC2=O)ccc1S(=O)(=O)N1CCOCC1	15%	4%	0%
CCCN(CCC)C(=O)Cn1c(=O)n(-c2cccc(C)c2)c(=O)c2c1c1cc(OC)ccc1n2C	.	3%	-6%
Cc1ccc(S(=O)(=O)N2CCc3cc(C(=O)Nc4ccc(C)c(C)c4)ccc32)cc1	.	-13%	5%
O=C(O)CCC(=O)Nc1ccc(N2CCCCC2)c(C(=O)O)c1	-5%	2%	5%
CCCOc1ccc(C2C(=O)N(C3CCC(C)CC3)CC(=O)N2CCC2=CCCCC2)cc1OC (stereo not given)	.	-16%	-5%
CCOC(=O)C1CCCN(CCC(=O)Nc2ccc(C)cc2)C1 (stereo not given)	-13%	-9%	-9%
CC(C)(C)NC(=O)Cn1nnc(-c2cccs2)n1	-2%	-5%	1%
CN(C)CCNC(=O)c1cc2ccccc2oc1=O	-2%	-11%	-4%
CC1=CC2=NC(=O)/C(=C\c3cccn3CCOc3cccc(C)c3)C(=N)N2O1	5%	-18%	4%
CCOc1ccc(NC(=S)NCC(c2cccnc2)N2CCOCC2)cc1 (stereo not given)	2%	-5%	5%
CC(NC(=O)Cc1cc(F)cc(F)c1)C(=O)NC(C(=O)OC(C)(C)C)c1ccccc1 (stereo not given)	2%	.	5%
Cc1csc(NC(=O)c2ccc(Br)s2)n1	0%	-5%	9%
Cc1ccccc1OC(C)C(=O)NCc1cccnc1 (stereo not given)	8%	15%	2%
CCn1c(C)nc2cc(C(=O)NNC(=S)NC(=O)c3ccc(OC)cc3)ccc21	-6%	-14%	10%
CCc1ccc(NS(=O)(=O)c2ccc3[nH]cc(C(=O)NC4CCCC4)c(=O)c3c2)cc1	.	-11%	?
CCc1ccccc1NC(=O)CN1CCCN(Cc2cc(C)ccc2C)S1(=O)=O	.	3%	-3%
NS(=O)(=O)c1ccc(NNC(=O)c2ccc(F)cc2F)cc1	9%	5%	.
Nc1c2c(nc3ccccc13)N(C1CCCCC1)CC2	7%	-20%	7%
CC1CCCCC1NC(=O)CSc1ccc([N+](=O)[O-])cc1 (stereo not given)	1%	-9%	.
Cc1ccc(CC2SC(N)=NC2=O)cc1 (stereo not given)	21%	4%	0%
Cc1cc(N2CCN(C)CC2)nc2ccc(NC(=S)NCCCN3CCN(C)CC3)cc12	-3%	-4%	-2%
CC(C)c1cc(/C=C(\C#N)C(=O)NCCCc2ccccc2)cc(C(C)C)c1O	17%	.	11%
NC(=S)N(c1ccccc1)c1ccccc1	26%	2%	-6%
Cc1ccc(S(=O)(=O)CCSc2nccn2C)cc1	9%	3%	9%
O=C(NCC(c1cccs1)N1CCOCC1)c1cc(-c2ccc(F)cc2)nc2ccccc12 (stereo not given)	-2%	-5%	4%
O=c1c2ccccc2[nH]c2ccc(F)cc12	?	0%	3%
CN(C)c1ccc(CNC(=O)c2cnc3sc(N4CCOCC4)nn3c2=O)cc1	.	-12%	1%
COCCN1Cc2cccc(C(=O)Nc3ccc(C)cc3C)c2C1=O	.	8%	7%
Cc1cccc(-c2nc(-c3ccncc3)no2)c1	-9%	0%	6%

In a second layout: three of the compounds above
Values in the order: N370S GC mod, FEN1 inhibitor, TDP1 inh
CCc1ccc(NS(=O)(=O)c2ccc3[nH]cc(C(=O)NC4CCCC4)c(=O)c3c2)cc1
    ., -11%, ?
CCc1ccccc1NC(=O)CN1CCCN(Cc2cc(C)ccc2C)S1(=O)=O
    ., 3%, -3%
NS(=O)(=O)c1ccc(NNC(=O)c2ccc(F)cc2F)cc1
    9%, 5%, .

Further compounds:
SMILES	N370S GC mod	FEN1 inhibitor	TDP1 inh
CCN1CCN(CCCCSc2ccccc2)CC1	-6%	.	-5%
COc1cccc2c1C(=O)C[C@]1(CCCC[C@@H]1C)O2	2%	-11%	-17%
CN(C)CCCNC(=O)C(=O)NCC(c1ccc2c(c1)OCO2)N1CCOCC1 (stereo not given)	.	0%	4%
CC(OC(=O)CNC(=O)c1ccc2ccccc2c1)C(=O)NC1CCCCC1C (stereo not given)	-13%	-20%	3%
O=C(CSc1nnc(-c2ccncc2)o1)NCc1ccc(Cl)cc1	-1%	0%	3%
C[C@]12C(=O)N(c3ccc(F)cc3)C(=O)N1[C@H]1c3ccccc3OC[C@@H]1[C@H]2c1ccccc1	.	11%	1%
NS(=O)(=O)c1ccc(NC(CNS(=O)(=O)c2ccccc2)c2ccccc2)cc1 (stereo not given)	-5%	12%	3%
O=C(C1=C(O)C(=O)N(CCN2CCOCC2)C1c1ccc(Br)cc1)c1cc2ccccc2o1 (stereo not given)	-13%	-2%	7%
Cc1cc(/C([O-])=C(/C(=S)Nc2ccc(F)cc2)[n+]2ccccc2)c(C)n1-c1ccc(F)cc1	0%	-15%	7%
CC(OC(=O)c1ccc(Cl)nc1)C(=O)Nc1ccc(S(=O)(=O)N2CCCC2)cc1 (stereo not given)	-10%	-10%	0%
CC(=O)c1ccc(C2C=CC(Oc3ccc(-c4ccccc4)cc3)C(CO)O2)cc1 (stereo not given)	-2%[12.8 µM]	.	4%[21 µM]
CN(C)c1ccc(CN(CC2CCCO2)C(=O)c2ccc(Br)cc2)cc1 (stereo not given)	.	2%	7%
CCCNc1c(NS(=O)(=O)c2ccc(NC(=O)CC)cc2)c(=O)oc2ccccc12	0%	18%	1%
Cc1cc(C)nc(SCC(=O)N/N=C/c2cccn2-c2cccc(C(F)(F)F)c2)n1	-7%[12.8 µM]	-20%	8%
Cc1c(C(=O)NCc2ccc3c(c2)OCO3)oc2ccc(S(=O)(=O)N3CCCC3)cc12	0%	-16%	7%
CCc1cccc(CC)c1NC(=O)Cn1nnc2sc(-c3ccccc3)cc2c1=O	.	-12%	-2%
O=C(CN1CCCCCCC1)N/N=C/c1ccc(F)cc1F	6%	4%	-2%
CC(C)C(=O)Nc1ccc(-c2nc3cccnc3o2)cc1	6%	1%	-2%
CC12CCC(=O)N1C(C(=O)Nc1nc(-c3ccccc3Cl)cs1)CS2 (stereo not given)	-9%	-21%	.
Cc1nc2ccccc2c(=O)n1/N=C/c1ccc([N+](=O)[O-])o1	5%	.	0%

Quoted at random: six compounds from above
SMILES	N370S GC mod	FEN1 inhibitor	TDP1 inh
COc1cccc2c1C(=O)C[C@]1(CCCC[C@@H]1C)O2	2%	-11%	-17%
Cc1cc(/C([O-])=C(/C(=S)Nc2ccc(F)cc2)[n+]2ccccc2)c(C)n1-c1ccc(F)cc1	0%	-15%	7%
CC(C)C(=O)Nc1ccc(-c2nc3cccnc3o2)cc1	6%	1%	-2%
O=C(CSc1nnc(-c2ccncc2)o1)NCc1ccc(Cl)cc1	-1%	0%	3%
CC(OC(=O)CNC(=O)c1ccc2ccccc2c1)C(=O)NC1CCCCC1C (stereo not given)	-13%	-20%	3%
O=C(C1=C(O)C(=O)N(CCN2CCOCC2)C1c1ccc(Br)cc1)c1cc2ccccc2o1 (stereo not given)	-13%	-2%	7%

For convenience, some entries already given:
SMILES	N370S GC mod	FEN1 inhibitor	TDP1 inh
CN(C)c1ccc(CN(CC2CCCO2)C(=O)c2ccc(Br)cc2)cc1 (stereo not given)	.	2%	7%
CCCNc1c(NS(=O)(=O)c2ccc(NC(=O)CC)cc2)c(=O)oc2ccccc12	0%	18%	1%

Further records
SMILES	N370S GC mod	FEN1 inhibitor	TDP1 inh
N[C@H](Cc1ccccc1)C(=O)O	5%	.	-1%
Cc1csc(NC(=O)c2ccc(C)o2)n1	-4%	-4%	5%
Cc1cccc(-c2noc(CN(C)C(=O)c3ccc4c(c3)OCO4)n2)c1	4%	-1%	1%
COc1ccc(CN2CCN(Cc3ccc(CO)o3)CC2CCO)cc1C (stereo not given)	3%	18%	.
Cn1cc(S(=O)(=O)N2CCCC2)cc1C(=O)NCCc1ccccc1	2%	-13%	.
CCOc1ccc(CCNC(=O)COC(=O)C2CCN(c3ccc(C(F)(F)F)cn3)CC2)cc1OCC	1%	-22%	1%[0.505 µM]
CSCCC(Nc1ncnc2ccc(Br)cc12)C(=O)O (stereo not given)	-9%	5%	2%
O=c1n(Cc2ccccc2)nc2n1-c1cc(Cl)ccc1OC2	.	-7%	5%
CC1=NN(C(=O)CCc2ccccc2)C(O)(c2ccncc2)C1 (stereo not given)	-6%	19%	1%
Cc1cc(=O)n2[nH]c(C(F)(F)F)c(-c3ccccc3)c2n1	-10%	4%	.
CCN(CC)C(=O)COc1ccc(CC(=O)O)cc1OC	13%	0%	10%
CCOC(=O)N1CCN(c2nnc(-c3ccccc3)c3ccccc23)CC1	-3%	-4%	.
Cc1ccc[n+](CC(=O)c2ccc(NC(=O)c3ccccc3)cc2)c1	0%	-4%	-1%
O=S(=O)(NCc1cccs1)NCc1ccccc1F	2%	-5%	-1%
O=C1CCc2cc(NS(=O)(=O)c3ccc(F)cc3)cc3c2N1CCC3	-1%	-3%	0%
Cc1ccc(CN(C)C(=O)c2cccc(S(=O)(=O)N3CCc4ccccc43)c2)cc1	.	-3%	-1%
C/C(=N\NS(=O)(=O)c1ccc(C)c([N+](=O)[O-])c1)c1cccs1	-2%	-5%	3%
COc1ccc(NS(=O)(=O)c2ccc(F)c(F)c2F)cc1S(=O)(=O)N1CCOCC1	.	-11%	1%
CNC(=O)c1ccc2nc(-c3ccco3)c(-c3ccco3)nc2c1	.	6.3µM*	11µM*
O=C1Nc2cc(C(=O)N3CCOCC3)ccc2S/C1=C\c1ccccc1	0%	0%	2%
